# EBV gp42 block – EBV gp42 inhibition; AID 1085; Fluorescence polarization binding assay, mP read-out; actives 0.42% (n = 220,000); inhibition, % (tested at 21.74 µM); Q1HVG2; in the data active = inhibition above about 50%
# Target sequence (Q1HVG2 whole entry, looked up): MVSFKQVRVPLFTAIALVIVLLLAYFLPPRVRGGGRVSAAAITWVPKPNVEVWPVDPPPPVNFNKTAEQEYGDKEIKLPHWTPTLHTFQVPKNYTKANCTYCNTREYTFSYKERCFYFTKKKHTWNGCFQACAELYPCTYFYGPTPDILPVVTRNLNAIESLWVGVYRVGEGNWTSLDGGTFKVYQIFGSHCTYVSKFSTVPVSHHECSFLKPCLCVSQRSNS
# p47phox inh – p47phox (human) inhibition. P14598. p47phox/p22phox peptide binding, fluorescence polarization, 2 h. inhibition, % at 24.7 µM. actives 0.53% (n = 220,000);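 active = inhibition above about 30%, limit read from the data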;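 note: 0% = p47phox with labelled peptide and 100% = labelled peptide alone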
# Target sequence (P14598 whole entry, looked up): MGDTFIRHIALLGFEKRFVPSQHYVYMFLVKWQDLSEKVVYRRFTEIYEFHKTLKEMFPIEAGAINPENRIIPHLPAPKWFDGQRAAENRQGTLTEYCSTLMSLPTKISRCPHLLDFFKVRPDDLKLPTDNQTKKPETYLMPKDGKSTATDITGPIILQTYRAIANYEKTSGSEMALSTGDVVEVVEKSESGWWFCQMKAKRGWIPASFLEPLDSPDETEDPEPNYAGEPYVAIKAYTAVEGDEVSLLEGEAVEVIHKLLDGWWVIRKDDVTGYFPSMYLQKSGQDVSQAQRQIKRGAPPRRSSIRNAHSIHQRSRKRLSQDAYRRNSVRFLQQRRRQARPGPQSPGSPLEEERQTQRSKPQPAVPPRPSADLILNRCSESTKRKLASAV
# Runt-SMMHC FRET – Runt domain-CBFb-SMMHC interaction inhibition | Cerulean-Runt/Venus-CBFb-SMMHC FRET ratio 530/480, 1 h | inhibition, % at 20 µM | actives 0.74% (n = 220,000) | AID 1434;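 active = mean inhibition across duplicate retests at 20 µM reaching about 50%, limit read from the data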;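 note: 0% = DMSO wells and 100% = wells with excess untagged CBFb-SMMHC; inhibitors lower the FRET ratio by blocking Runt binding to CBFb-SMMHC; some results filed as inactive read as strong as hits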
# PPC-1+TRAIL kill – PPC-1 cancer cell killing with TRAIL present; PPC-1 cells + TRAIL, ATPLite viability luminescence; cell killing (% activity), % at 4 µM; actives 0.41% (n = 220,000); AID 1443;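 active = cell killing above 50% in the first pass at 4 µM, then a duplicate retest at 5 µM averaging 50% or more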;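 note: plate controls were cells with TRAIL plus DMSO for no effect and medium-only wells lacking cells for full effect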
# CHOP inhibitor – CHOP inhibition in unfolded protein response; actives 3.8% (n = 220,000); inhibition, % at 10 µM; CHO-K1 CHOP-promoter luciferase, tunicamycin-induced, 15-18 h;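 active = compounds that reduced the stress-induced luciferase reporter signal by more than about 70% of percent inhibition, limit read from the data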;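 note: 0% = tunicamycin plus vehicle and 100% = wells without tunicamycin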
# Mdm2 ligase inh – Mdm2 E3 ligase (human) inhibition; Q00987; cell-based MDM2 ubiquitination luciferase reporter, 2 h; 0 = plate control, 100 = twice control, blank-subtracted; signal enhancement, % at 5 µM; actives 0.11% (n = 210,000);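 active = signal enhancement of 30% or more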;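 note: luminescence tracks abundance of the self-degrading MDM2-luciferase fusion protein; higher signal means inhibition of MDM2 E3 ligase activity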
#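 Test system: mammalian cells stably expressing self-ubiquitinating, self-degrading MDM2 E3–luciferase fusion; Amount: 2000 cells in each well; Medium: DMEM; Schedule: 4 h settle plus 2 h compound, 37 °C; Technique: SteadyLite luciferase luminescence after 15 min room-temperature reagent incubation; Benchmarks: plate control and blank wells.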
# TNF necrop inh – TNF-alpha cell death inhibition in Jurkat FADD-/- cells | Jurkat FADD-/- TNF necroptosis rescue, ATP luminescence, 24 h; 0 = TNF only, 100 = no-TNF cells | AID 463075 | actives 0.068% (n = 220,000) | activation (protection from cell death), % at 10 µM;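 active = activation, meaning protection from cell death, of at least 50% relative to plate controls; inactive = activation below 50%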;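 note: necroptosis triggered by 40 ng/mL TNF-alpha added together with compound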
# TRPML3 ag – human mucolipin-3 channel agonism | actives 0.29% (n = 220,000) | activation, % at 3 µM | AID 1448 | HEK293 TRPML3-YFP, Fluo-8 calcium fluorescence; 100% = the carbachol control signal | Q8TDD5;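 active = activation above its plate's cutoff, the mean activation of the plate's test wells plus 3 SD, cut at about 12% in these data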;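 note: 0% = DMSO only wells and 100% = carbachol wells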
#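 Material: TRPML3-YFP stable HEK293 cells | Dosing: One concentration, 3 µM nominal, 0.3% DMSO | Timing: 125 s total fluorescence read per well | Technique: Fluo-8 calcium dye fluorescence, ex 470-495, em 515-575 nm | Measure: Percent activation from peak-to-basal fluorescence ratio, scaled between DMSO and carbachol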
# TRPN1 ag – agonists of zebrafish TRPN1 channel. HEK293 zebrafish TRPN1-YFP, Fluo-8 calcium fluorescence; 100% = response to 87 µM carbachol. activation, % at 3 µM. actives 0.18% (n = 220,000). AID 1424;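 active = activation above its plate's cutoff, the mean activation of test wells on that plate plus 3 SD, cut at about 19% in these data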;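 note: 0% = DMSO alone and 100% = 87 µM carbachol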
#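 Material: zebrafish TRPN1-YFP in HEK293 cells; Doses: single test compound dose, 3 µM nominal, 0.3% DMSO; Timing: dye loading 1 h at 37 °C, then 30 min room temperature; Technique: intracellular calcium fluorescence with Fluo-8; Benchmarks: high carbachol 87 µM, low DMSO alone.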
# * = called active by the depositor; . = no result given; [ ] = dose if it differs, or a comment.
SMILES,EBV gp42 block,p47phox inh,Runt-SMMHC FRET,PPC-1+TRAIL kill,CHOP inhibitor,Mdm2 ligase inh,TNF necrop inh,TRPML3 ag,TRPN1 ag
Cc1cc(NC(=O)CCC(=O)N(c2ccccc2)C(C(=O)NC2CCCCC2)c2cccs2)no1 (configuration not stated),-3.1,-7.4,-3.2,-2.4,33.0,9.6,-1.5,-0.1,-1.1
O=C(Cn1cnc2ccccc2c1=O)NC1CCCc2ccccc21 (configuration not stated),-9.8,-22.1,0.1,7.3,3.6,-0.9,-0.2,0.2,0.1
COc1ccc(S(=O)(=O)N2CCN(C(=O)c3cccs3)CC2)cc1,-0.9,-6.8,3.9,16.4,11.9,-16.2,1.0,0.1,0.3
CN(C)S(=O)(=O)N1CCC(c2ccc(F)cc2)C(COc2ccc3c(c2)OCO3)C1 (configuration not stated),8.7,-4.8,-4.4,5.5,11.1,-17.8,0.6,0.3,1.1
CC(=O)N(NC(=O)c1ccc(C)cc1)C1CC(=O)N(c2ccccc2Cl)C1=O (configuration not stated),-10.4,0.3,-3.1,1.3,14.4,6.9,1.3,0.5,-0.8
COc1ccc(NC(=O)C(c2cc3c(cc2[N+](=O)[O-])OCO3)N(C)C)cc1 (configuration not stated),4.8,9.5,7.3,16.6,40.7,3.8,1.8,0.6,0.4
O=C(Nc1ccc(S(=O)(=O)Nc2ncccn2)cc1)c1cccc(S(=O)(=O)N2CCCC2)c1,-4.1,3.5,-2.6,-0.6,19.7,.,-0.9,0.0,2.3
CCSc1nnc(NC(=O)c2cccnc2)s1,-17.5,-4.1,3.3,4.3,-32.0,-13.4,-2.3,0.8,-0.9
CN(c1ccccc1)S(=O)(=O)c1cccc(C(=O)OCC(=O)NCc2ccco2)c1,-2.9,-7.5,-3.2,2.9,-0.1,-22.0,-2.5,0.7,0.6
CCOc1ccc(OCC)c(NC(=O)C2CCN(S(=O)(=O)c3cnc[nH]3)CC2)c1,-15.2,-5.6,-1.4,27.3,29.7,-0.5,-0.1,0.5,0.0
Cc1onc(-c2ccccc2)c1C(=O)NCc1ccc2c(c1)OCO2,1.4,-3.1,1.4,11.7,-4.3,-13.6,-0.2,0.3,0.9
CCOC(=O)C(NCc1ccccc1OC)(NC(=O)CC)C(F)(F)F (configuration not stated),-6.9,-8.8,-1.4,22.4,11.0,-20.4,-0.8,0.3,0.4
O=C(NCc1ccccc1)c1ccc(Cl)nc1,-10.9,-0.9,-7.6,11.9,-16.5,-90.7,1.2,0.0,-0.9
CCc1ccc2c(c1)c(N=NC1=NC(=O)CS1)c(O)n2C,-8.7,-86.9,-2.1,7.4,30.1,0.7,0.8,-2.0,-2.4
COc1ccc(/C=C2\N=C(C)N(c3ccc4ccccc4c3)C2=O)cc1OC,-33.3,-18.9,-36.5,16.7,32.8,-20.2,1.1,0.7,1.7
CC(C)c1ccc(NC(=O)N2CCC(c3nc4ccccc4o3)CC2)cc1,-22.9,-2.4,6.6,1.5,46.2,-18.9,-3.0,0.7,-0.6
CCc1ccc2nc3n[nH]c(N)c3cc2c1,8.9,-2.4,-1.5,33.2,11.2,-3.1,-16.3,-0.5,-1.6
Cc1cc(C)cc(N(C(=O)Cn2nnc3ccccc32)C(C(=O)NCc2ccco2)c2ccncc2)c1 (configuration not stated),-17.8,-5.3,0.7,18.1,8.1,-10.7,-1.0,-0.3,1.6
O=C(Nc1ccccc1C(=O)O)c1ccccc1,-6.6,-5.0,2.0,16.0,-22.7,-9.6,-1.0,0.1,0.7
Oc1ccc(-c2nc3ncccn3c2Nc2ccc3c(c2)OCO3)cc1,-1.2,-2.2,2.9,46.1,-1.9,-20.9,-3.1,-0.7,-0.1
CCC(c1nnc(SCC(=O)Nc2ccc(S(N)(=O)=O)cc2)n1Cc1ccccc1)N(C)C (configuration not stated),-1.6,-3.8,3.0,11.6,7.9,-5.1,0.7,0.3,0.8
N#Cc1c(NC(=O)CSc2nc3c(c(C(F)(F)F)n2)CCc2ccccc2-3)sc2c1CCCC2,-5.1,-28.8,3.7,12.4,16.9,-2.1,-1.8,0.9,-0.5
CCCCCc1ccc(-c2ccc(=O)[nH]n2)cc1,5.3,-8.7,-19.4,-4.1,92.8*,-20.9,-1.7,0.1,-0.7
CN1CCc2c(sc3c2c(=O)n(-c2ccc(Cl)cc2)c2nncn32)C1,-1.9,0.3,2.2,13.9,-12.3,7.1,-0.5,2.2,1.3
CC(NC(=O)Cn1c(NCCO)nc2ccccc21)c1ccccc1 (configuration not stated),-16.9,-8.1,-1.3,-2.9,-12.4,-9.2,-0.6,0.9,-1.6

# The closing 5 compounds of the part above lead into the next.
SMILES,EBV gp42 block,p47phox inh,Runt-SMMHC FRET,PPC-1+TRAIL kill,CHOP inhibitor,Mdm2 ligase inh,TNF necrop inh,TRPML3 ag,TRPN1 ag
CCC(c1nnc(SCC(=O)Nc2ccc(S(N)(=O)=O)cc2)n1Cc1ccccc1)N(C)C (configuration not stated),-1.6,-3.8,3.0,11.6,7.9,-5.1,0.7,0.3,0.8
N#Cc1c(NC(=O)CSc2nc3c(c(C(F)(F)F)n2)CCc2ccccc2-3)sc2c1CCCC2,-5.1,-28.8,3.7,12.4,16.9,-2.1,-1.8,0.9,-0.5
CCCCCc1ccc(-c2ccc(=O)[nH]n2)cc1,5.3,-8.7,-19.4,-4.1,92.8*,-20.9,-1.7,0.1,-0.7
CN1CCc2c(sc3c2c(=O)n(-c2ccc(Cl)cc2)c2nncn32)C1,-1.9,0.3,2.2,13.9,-12.3,7.1,-0.5,2.2,1.3
CC(NC(=O)Cn1c(NCCO)nc2ccccc21)c1ccccc1 (configuration not stated),-16.9,-8.1,-1.3,-2.9,-12.4,-9.2,-0.6,0.9,-1.6
Cc1cccc(C)c1OCC(O)Cn1c2ccccc2c2ccccc21 (configuration not stated),13.3,-9.7,1.9,-11.1,106.8*,-3.8,-3.8,0.5,0.5
COc1cc2[nH]c(=S)n(CC3CCCO3)c(=O)c2cc1OC (configuration not stated),-11.6,-10.5,1.2,9.9,9.3,-8.8,-0.9,1.0,-0.1
Cc1cccc(-c2nc(C#N)c(NC3CCCCC3)o2)c1,-5.1,-9.4,-1.2,12.2,51.1,-4.3,1.2,-0.8,-0.5
O=C(NCC1CCCO1)c1ccc(CNS(=O)(=O)c2cccc(Cl)c2)cc1 (configuration not stated),-13.5,-18.5,-7.2,13.6,10.2,1.1,2.5,1.2,1.9
Cc1ccc2nc(SCC(=O)c3c(N)n(C)c(=O)n(C)c3=O)[nH]c2c1,-4.4,-10.5,-2.3,10.7,8.9,-7.0,0.4,-0.1,0.7
O=C(NCC(F)(F)F)Nc1nnc(C(F)(F)F)s1,-2.8,-4.1,-3.2,13.2,-25.4,-12.1,0.6,2.3,4.7
O=C(NC1=NCCS1)c1ccc(-c2ccc(Cl)cc2)o1,2.8,-13.2,-5.0,28.7,17.5,-12.0,-8.0,-1.5,-1.0
O=C(NCc1ccco1)c1n[nH]c(=O)c2ccccc12,-10.8,1.5,-1.3,-1.8,5.6,-7.6,0.9,0.4,0.6
CC(=O)c1ccc(N2CCC(c3cc(-c4ccc(Cl)cc4Cl)n[nH]3)CC2)c([N+](=O)[O-])c1,-19.4,-7.2,-1.4,27.2,40.0,-10.1,-4.7,0.0,1.0
CCCn1c(O)c(N=Nc2ccc3ccccc3n2)c2ccccc21,62.6*,-107.1,-57.1,-1.5,40.5,1.8,0.3,0.7,0.9
C#CCOc1ccccc1CNc1ccccc1,-21.7,-8.7,1.6,10.9,-32.3,5.9,1.1,-0.2,-3.0
CN(CCc1cn[nH]c1)C(=O)CC1C(=O)NCCN1Cc1cccc(Oc2ccccc2)c1 (configuration not stated),1.9,-17.0,-0.6,15.3,11.2,-16.6,0.7,0.2,-0.9
O=C(C(c1ccccc1)c1ccccc1)N1CCN(CC(O)COc2ccccc2)CC1 (configuration not stated),-4.5,-6.5,-0.7,24.0,-23.9,-0.4,1.8,-0.3,-0.2
COc1ccc(C=O)cc1CSc1ccccn1,3.1,-0.7,-4.8,7.2,-6.8,-5.4,-1.6,0.0,1.1
CCN(CC(=O)Nc1ccc(OC(F)F)cc1)C1CCCCC1,-12.0,-0.7,-0.3,15.7,17.4,-8.7,1.2,-0.6,-0.7
COC(=O)C1CSC(C(=O)OC)N1C(=O)CN1CCN(c2ccc(OC)cc2)CC1 (configuration not stated),3.9,0.0,2.7,14.3,43.7,4.5,-1.1,0.5,0.3
O=C(NNC1CC(=O)N(c2ccccc2)C1=O)c1ccccc1Cl (configuration not stated),-7.6,1.6,0.8,-7.7,8.8,-15.2,2.2,1.1,-0.6
Cc1cc(NC(=O)Cn2nnc3sc4c(c3c2=O)CCC(C(C)(C)C)C4)no1 (configuration not stated),-3.6,-33.5,-1.9,-1.7,81.2*,-10.3,-0.9,-0.5,-0.1
Cn1cc([N+](=O)[O-])c(C(=O)NCc2cc3ccccc3[nH]2)n1,2.8,-4.7,3.8,4.1,26.0,7.5,1.0,0.8,-0.8
CC(=O)NC(Cc1ccccc1)c1ccc2c(c1)OCCCO2 (configuration not stated),-3.5,-2.7,-0.3,17.4,-30.0,12.1,2.0,-0.1,1.0
Cc1cc(C(=O)NCc2cc(C(=O)O)co2)co1,-5.1,-8.7,1.0,-8.7,15.3,1.1,0.5,0.9,0.4
CC1=C(C(=O)Nc2ccccc2)C(c2ccco2)NC(=O)N1 (configuration not stated),-12.6,-18.0,.,.,-7.7,7.4,-1.5,0.6,1.5
CCNC(=O)NC(=O)C(C)Oc1ccc(Br)cc1Br (configuration not stated),-14.8,-6.3,-1.4,6.2,11.6,-7.0,5.9,-0.5,-0.8
CC(C)(C)c1ccc(SCCc2ccccn2)cc1,-4.1,-2.9,-3.8,6.1,-23.1,-5.5,0.0,0.0,-3.2
c1ccc(OCCOc2ncnc3sccc23)cc1,-18.8,-20.1,0.5,6.3,28.6,-2.4,2.1,0.4,1.7
COc1ccc(CCN(Cc2ccccn2)C(=S)Nc2cccc(C)c2)cc1OC,6.0,-1.6,2.1,-1.8,6.6,-7.6,3.8,0.5,0.5
O=c1cc(-c2ccc([N+](=O)[O-])cc2)c2cc3c(cc2[nH]1)OCCO3,-1.3,3.3,-1.7,11.9,19.6,0.4,-2.2,1.4,0.8
O=C(C[n+]1ccccc1)N/N=C/c1ccc(F)cc1,-18.5,-3.6,2.0,-1.0,-13.4,4.6,-0.2,0.5,2.1
N/C(=N\OCc1ccc([N+](=O)[O-])cc1)c1ccccn1,-10.3,-14.3,-2.6,85.7*[5 µM],82.9*,-85.6,-1.0,-0.2,-0.1
O=C(CNS(=O)(=O)c1ccccc1)OCC(=O)c1cccc([N+](=O)[O-])c1,-14.6,-4.1,1.8,-8.8,28.1,6.2,-0.1,0.4,0.6

# Screening data deposited in PubChem by several laboratories.
